Source: PubChem (Broad Institute)
INS-1E GSIS act: primary screen for activators of insulin secretion dependent on glucose, INS-1E cells, GLuc reporter luminescence; INS-1E GLuc reporter insulin secretion, 2-3 h; activation, % at 16.6 µM; 370,000 compounds, 0.61% hits; AID 743287;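 active = lowest replicate activation of at least 40%, so every replicate reaches that level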;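 also: 0% = median of neutral control wells and 100% = median of IBMX positive control wells; some compounds called inactive have numbers as strong as hits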
ARNT-TACC3 inh: disruptors of human ARNT/TACC3 interaction; Q9Y6A5; AlphaScreen His-ARNT PAS-B/GST-TACC3 binding, luminescence; TACC3 fragment carries E629A point mutation; inhibition, % at 9.99 µM; 390,000 compounds, 0.66% hits; AID 623870;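 active = mean inhibition of replicates at least 50% and at least half of replicates each reaching 50%; inconclusive = half or more replicates reach 50% but mean below 50%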;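 also: 0% = complete ARNT plus TACC3 wells and 100% = ARNT alone without TACC3; many hits fall short of the cut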
CFTR F508del cor: correctors of CFTR F508del function in bronchial epithelial cells; activity (quench increase), % at 7.58 µM; CFBE cells, YFP halide quenching; stimulated with forskolin plus potentiator P3; % fluorescence drop versus neutral controls; 350,000 compounds, 0.36% hits;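 active = mean added fluorescence quench of at least 8% versus neutral control, with both replicates also reaching 8%; inconclusive = only one of the mean or replicate conditions met; inactive = mean below 8% and not both replicates reaching 8%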;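 also: cells transiently co-express mutant CFTR-F508del with the halide-sensitive YFP; corrector assay measuring rescue of mutant channel to the surface after 24 h compound exposure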
ERp5 block: inhibitors of human ERp5 | inhibition, % at 9.99 µM | ERp5 insulin aggregation, absorbance 650 nm, 90 min | Q15084 | 350,000 compounds, 0.05% hits;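 active = mean replicate inhibition above about 25%, with every replicate also reaching it, limit read from the data, passing the limit was not always enough; inconclusive = only one of those two criteria met; inactive = neither criterion met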
Target sequence (Q15084 whole entry, looked up): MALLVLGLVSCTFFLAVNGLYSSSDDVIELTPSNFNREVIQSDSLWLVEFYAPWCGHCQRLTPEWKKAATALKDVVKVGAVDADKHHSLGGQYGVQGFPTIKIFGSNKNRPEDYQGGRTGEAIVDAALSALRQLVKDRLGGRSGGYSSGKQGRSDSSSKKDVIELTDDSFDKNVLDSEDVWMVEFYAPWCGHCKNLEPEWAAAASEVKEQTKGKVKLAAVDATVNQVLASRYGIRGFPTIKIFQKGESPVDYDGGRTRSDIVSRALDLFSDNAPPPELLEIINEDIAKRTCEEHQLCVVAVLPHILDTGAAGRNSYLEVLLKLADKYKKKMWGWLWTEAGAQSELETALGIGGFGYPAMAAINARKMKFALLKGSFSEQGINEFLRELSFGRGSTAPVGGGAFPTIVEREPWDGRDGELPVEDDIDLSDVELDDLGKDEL
XiGFP reactiv: activators of X-chromosome reactivation in mouse fibroblasts; 360,000 compounds, 0.055% hits; AID 743238; XiGFP mouse fibroblasts, % GFP-positive cells imaging, 3 d; cells co-treated with 5-aza-dC sensitizer; scaled so ellipticine positive control = 100%; activation, % at 7.58 µM;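 active = mean normalized replicate activation at least 10% and every replicate at or above 10%; inconclusive = only one of the two criteria met; inactive = mean below 10% and not all replicates reach 10%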;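 also: 0% = median of on-plate neutral control wells and 100% = ellipticine 6 µM median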
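System: 68-5-11 XiGFP fibroblast line; Timing: 3 days compound exposure; Compound dosing: one concentration, pinned; Benchmarks: positive control ellipticine, 6 µM final; Buffer or medium: DMEM containing 5-aza-dC.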
PAX8 reporter: lowers PAX8-driven luciferase in RMG-I cells; RMG-I TPO-luciferase reporter, SteadyGlo, 24 h; 360,000 compounds, 1.2% hits; AID 652154; inhibition, % at 12.6 µM;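 active = mean replicate inhibition at least 60% with every replicate also reaching 60%; inconclusive = only one of the two criteria is met; inactive = mean below 60% and not all replicates reaching 60%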;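 also: luciferase light reporting Pax8 driven TPO promoter activity; plate controls were median of neutral control wells for no effect and mitoxantrone controls for full effect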
DENV2 CPE rescue: DENV2-induced cell death inhibition; CPE inhibition, % at 9.99 µM; 350,000 compounds, 1.7% hits; DENV2-infected cells, cytopathic effect rescue, plate reader; AID 651640; in the data active = CPE inhibition above about 20%, passing the limit was not always enough; inconclusive = no clear call, values can overlap the other calls; tested in BHK-21 cells;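 also: 0% = median of neutral control wells and 100% = median of positive control wells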
EWS-Fli inh: inhibitors of EWS/Fli oncoprotein transcriptional activity; A673 NR0B1-luciferase reporter, viability-normalised; inhibition, % at 12.6 µM; 350,000 compounds, 0.67% hits;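 active = mean inhibition of at least 50% after viability correction, with every replicate also passing that limit; inconclusive = mean reaches 50% but only one of two replicates passes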;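 also: firefly luciferase signal divided by Alamar Blue viability fluorescence both relative to DMSO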
The depositor's hits bear a star; ? = inconclusive; . = no result given; & = joins results of further samples.

SMILES	INS-1E GSIS act	ARNT-TACC3 inh	CFTR F508del cor	ERp5 block	XiGFP reactiv	PAX8 reporter	DENV2 CPE rescue	EWS-Fli inh
O=C(NCCc1ccc(Cl)cc1)C1CCN(S(=O)(=O)N2CCCCC2)CC1	6	-10	0.4	-4	.	.	-2	7
COc1ccc(CCNC(=O)C(=O)NCC2OCCN2S(=O)(=O)c2ccc(F)cc2)cc1OC (stereo not drawn)	3	0	-1.1	5	-0.2	-13	?	11
C[C@@H]1CN([C@@H](C)CO)C(=O)c2cc(NC(=O)CCCN(C)C)ccc2O[C@@H](C)CCCCO[C@@H]1CN(C)Cc1ccncc1	26	12	-1.1	-3	0.1	-4	-1	2
CCCn1c(N)c(C(=O)CSc2nnc(-c3ccoc3C)n2C)c(=O)n(C)c1=O	10	-6	3.4	3	0.3	0	7	4
COc1cccc(C(=O)Nc2ccc3c(c2)OC[C@@H](C)N(C(=O)C2CCCC2)C[C@H](C)[C@H](OC)CN(C)C3=O)c1	-14	-4	0.4	3	-0.1	-2	-4	-3
O=C(Nc1ccc(F)cc1)c1ccc(-n2cncn2)c([N+](=O)[O-])c1	-7	-2	-1.1	-6	1.2	-11	11	-6
N#CC[C@H](Cc1ccccc1)N1CCN(CCc2ccccc2)CCC1=O	30	5	-3.7	-2	0.1	8	-15	-6
Cn1nc(C(=O)OCC(=O)Nc2cccc(S(=O)(=O)N3CCCC3)c2)c2ccccc2c1=O	-13	31	1.0	-2	0.4	-10	3	4
COc1ccc(NC(=O)N(C)C[C@@H]2Oc3ccc(NC(=O)Nc4ccccc4)cc3CC(=O)N([C@@H](C)CO)C[C@@H]2C)cc1	-10	9	-0.4	1	-0.1	.	25*	-2
COc1ccc(Cl)cc1NC(=O)CN(C)C(=O)Cc1ccsc1	2	-7	-4.1	3	0.2	1	8	-2
C[C@H](CO)N1C[C@H](C)[C@@H](CN(C)C)Oc2cc(C#Cc3cccc(F)c3)ccc2S1(=O)=O	4	5	-0.6	0	-1.0	.	-7	15
Cc1noc(C)c1C(=O)N(C)C[C@H]1OCc2ccccc2-c2c(n(C)c3ccccc23)C(=O)N([C@@H](C)CO)C[C@@H]1C	5	1	1.7	9	-0.8	-29	1	2
COC(=O)C1CC(O)CN1C(=O)Nc1ccccc1 (stereo not drawn)	1	-7	-3.4	-1	0.1	9	-1	-2
COc1ccccc1CSc1ncc(-c2ccc([N+](=O)[O-])cc2)[nH]1	-18	-4	1.2	-5	0.0	43	.	-53
O=C1NC(=S)N/C1=C\C=C\c1ccccc1	-8	.	-0.7	3	0.3	-43	4	-66
Cc1noc(C)c1S(=O)(=O)N(C)C[C@H]1OCCCC[C@H](C)Oc2ccc(NC(=O)NC3CCCCC3)cc2C(=O)N([C@H](C)CO)C[C@@H]1C	-6	-8	0.2	6	-0.1	-13	-4	0
Cc1noc(C)c1S(=O)(=O)Nc1ccc2c(c1)C(=O)N([C@@H](C)CO)C[C@H](C)[C@@H](CN(C)Cc1ccc(C(=O)O)cc1)OCCCC[C@H](C)O2	19	-16	0.2	0	-0.1	-1	34*	-7
CNc1cncc(-c2cccc(O)c2)n1	10	.	0.9	-2	0.2	3	-3	-15
Cc1ccc(NC(=S)N2CCC(NC(=O)c3ccc(F)cc3)CC2)cc1C	-22	-7	-4.7	-9	0.0	2	6	23
COc1ccc(NC(=O)CCCc2c[nH]c3ccccc23)cc1OC	3	-5	0.4	1	0.1	-2	-3	-18
CC(=O)Nc1nnc(SCc2ccc(C(=O)Nc3ccccc3F)cc2)s1	-4	-7	-0.5	3	0.0	-9	-11	-43
O=C(COC(=O)c1ccc[nH]c1=O)Nc1cc(S(=O)(=O)N2CCCCCC2)ccc1Cl	33	-9	1.0	-4	0.3	-5	2	0
C[C@@H]1CCCCO[C@H](CN(C)C(=O)C2CCCCC2)[C@@H](C)CN([C@H](C)CO)C(=O)c2cc(NS(C)(=O)=O)ccc2O1	-3	11	0.1	-1	0.7	-17	-6	-2
COc1ccc(CCC(=O)NNC(=O)c2ccc(OC)cc2)cc1	20	.	0.8	1	0.0	4	16	0
N/C(=N\OC(=O)c1ccc(F)cc1)c1cccc([N+](=O)[O-])c1	21	-4	-2.9	2	0.2	-73	-2	-87
COCCCNC(=S)N(Cc1ccccc1)Cc1ccccc1	5	-6	.	.	-0.1	-4	.	.
O=C(COC(=O)c1ccco1)NC(c1ccccc1)c1ccccc1	10	18	-1.0	8	-0.8	5	2	10
CC(C(=O)Nc1ccccc1C(F)(F)F)N1CCN(C)CC1 (stereo not drawn)	5	-2	-0.4	0	0.0	9	7	-4
O=C(NCc1ccc(F)cc1)[C@H]1[C@H](CO)[C@H]2Cn3c(cccc3=O)[C@@H]1N2C(=O)C1CC1	10	.	-1.5	-3	-0.1	-17	-9	.
CNC(=O)c1cc2c(s1)-c1ccccc1CC2	5	-4	1.9	-6	0.0	-106	3	-86
CO[C@H](CN(C)C(=O)c1cnccn1)[C@H](C)CN([C@H](C)CO)S(=O)(=O)c1ccc(Cl)cc1	-11	-1	0.1	-8	-0.1	.	12	-5
C[C@@H]1CN([C@@H](C)CO)C(=O)Cc2cc(NS(=O)(=O)c3ccccc3)ccc2O[C@@H]1CN(C)CC1CC1	-7	-10	0.4	-2	0.3	20	-3	-8
O=C(CC(=O)Nc1ccc(Br)cc1)Nc1ccc(Br)cc1	-7	-7	-0.4	0	0.0	2	2	-2
C[C@@H]1CN([C@@H](C)CO)C(=O)c2cccc(NC(=O)CCCCCC(=O)Nc3ccccc3N)c2O[C@@H]1CN(C)Cc1ccc2c(c1)OCO2	18	.	0.8	1	0.0	1	50*	17
CC1(C)Cc2c(cnn2-c2ccc(F)cc2)C(NC(=O)CN2CCCCC2=O)C1 (stereo not drawn)	-13	.	-0.5	0	0.0	-7	5	-10
Cc1cccc(OCC(=O)NNC(=O)Cn2c(=O)cnc3ccccc32)c1	9	1	2.9	-5	0.1	6	2	-4
COc1ccccc1OCCn1cc(/C=N/NC(=O)c2ccncc2)c2ccccc21	1	8	-2.8	1	0.0	14	1	4
COc1ccc(CN(C)C[C@H]2Oc3c(NC(=O)Nc4ccc5c(c4)OCO5)cccc3C(=O)N([C@H](C)CO)C[C@H]2C)cc1	6	.	4.0	-6	-0.5	-40	-8	-1
O=C1NC(c2cccc3ccccc23)Nc2ccccc21 (stereo not drawn)	35	-9	4.0	-1	0.4	37	-4	9
C[C@H]1CN([C@@H](C)CO)C(=O)c2cc(-c3ccccc3)cnc2O[C@@H]1CN(C)C(=O)c1ccccn1	15	-6	0.5	6	-0.5	.	-2	-12

Gathered by group, the entries above containing a nitro group on carbon
SMILES	INS-1E GSIS act	ARNT-TACC3 inh	CFTR F508del cor	ERp5 block	XiGFP reactiv	PAX8 reporter	DENV2 CPE rescue	EWS-Fli inh
O=C(Nc1ccc(F)cc1)c1ccc(-n2cncn2)c([N+](=O)[O-])c1	-7	-2	-1.1	-6	1.2	-11	11	-6
COc1ccccc1CSc1ncc(-c2ccc([N+](=O)[O-])cc2)[nH]1	-18	-4	1.2	-5	0.0	43	.	-53
N/C(=N\OC(=O)c1ccc(F)cc1)c1cccc([N+](=O)[O-])c1	21	-4	-2.9	2	0.2	-73	-2	-87

Continued.
SMILES	INS-1E GSIS act	ARNT-TACC3 inh	CFTR F508del cor	ERp5 block	XiGFP reactiv	PAX8 reporter	DENV2 CPE rescue	EWS-Fli inh
O=C(C1CC1)N1CCc2cc(Br)c(S(=O)(=O)N3CCCCCC3)cc21	-16	-4	-1.1	-1	0.0	-2	-7	-1
CCOC(=O)C1(Cc2cccc(OC)c2)CCCN(Cc2c(C)nn(C(C)C)c2C)C1 (stereo not drawn)	.	-5	1.9	5	-0.3	-1	19	4
O=C(c1ccco1)N1CCN(Cc2cc(=O)c(OCc3cccc(Cl)c3)co2)CC1	-9	-2	-2.0	-2	-0.1	.	1	-1
COc1ccc(NC(=O)C2c3ccccc3OCC(=O)N2CC(F)(F)F)cc1 (stereo not drawn)	3	.	-3.1	2	0.0	1	-8	0
CCCCC1Cc2[nH]c(=S)[nH]c(=O)c2C(c2ccc(F)cc2)O1 (stereo not drawn)	0	.	1.1	0	0.0	95*	-1	7
COc1ccc(N=Nc2c(C)n[nH]c2C)cc1	12	0	-1.3	1	-0.1	-67	9	-33
C=CSc1sc(Cl)c(N(C)C)c1[N+](=O)[O-]	4	-5	-2.6	2	0.1	4	-1	4
CCCCC(=O)Nc1cccc(C(=O)N/N=C/c2ccc(OC)cc2OC)c1	-9	5	.	.	0.0	-3	.	.
Cn1c(=O)c2c(ncn2CC(=O)N/N=C/C=C/c2ccco2)n(C)c1=O	7	6	-1.5	7	0.2	2	9	-6
O=C(Cc1cccs1)NCCn1ccc2ccccc21	.	-5	-1.0	14	-0.1	-13	3	9
F[B-](F)(F)c1cc2ccccc2s1	9	-6	-5.2	-6	0.0	-14	-9	-2
Cc1onc(-c2ccccc2Cl)c1C(=O)N1CCN(c2cccc(Cl)c2)CC1	.	-4	8.1*	0	0.9	8	-2	54*
O=C(CCCCl)NC(=S)Nc1ccc(CN2CCOCC2)cc1	13	-5	0.5	3	0.8	-27	1	-12
CC(C)(C)c1nnc(NC(=O)c2cccnc2Cl)s1	2	.	.	-1	0.1	-16	2	-5
CN1C(=O)c2cc(NS(C)(=O)=O)ccc2OC[C@H]2O[C@@H](CC(=O)NC3CCCCC3)CC[C@@H]21	1	-4	.	4	-0.1	-6	1	0
O=C1Nc2cc(Cl)c(Cl)cc2N(O)N1c1ccccc1Cl	2	-4	-0.9	-4	0.2	7	-3	8
N/C(=N\OC(=O)c1ccc(Cl)cc1[N+](=O)[O-])c1cccnc1	-1	0	2.7	1	0.4	-48	-5	-69
CO[C@H]1CN(C)C(=O)c2ccc(NC(C)=O)cc2OC[C@@H](C)N(Cc2ccccc2C(=O)O)C[C@@H]1C	4	-3	-2.1	-4	0.1	.	11	0
CC(O)(c1cccs1)C(C(=O)O)c1ccccc1 (stereo not drawn)	.	-3	2.5	-4	0.1	-3	-2	2
COc1ccccc1CNC(=O)[C@H](C)NC(=O)C1CCN(C(=O)[C@@H](N)CCSC)CC1	.	-19	1.0	5	.	.	7	-1
CCC(=O)N(C)C[C@H]1Oc2cc(-c3ccc(C#N)cc3)ccc2S(=O)(=O)N([C@H](C)CO)C[C@H]1C	6	-6	-3.1	.	0.4	.	-7	-14
COC(=O)c1ccccc1NC(=O)/C=C/c1ccco1	-40	11	0.4	-3	0.7	-15	-5	-89
C=CCOC(=O)C1=C[C@H](c2ccc(Br)cc2)C[C@H](OCc2ccc(CO)cc2)O1	-14	-2	-3.6&4.7	-3	0.2	-5&3	1	-10&-2
CC(C)NC(=O)N(C)C[C@H]1Oc2ccc(NS(=O)(=O)c3ccc(F)cc3)cc2C(=O)N([C@@H](C)CO)C[C@H]1C	20	-7	-2.6	0	0.0	3	-3	0
O=S1(=O)CCC(n2nccc2-c2ccccc2)C1 (stereo not drawn)	24	-26	1.2	1	0.0	0	20	0
Cc1cccc(C(=O)Nc2nnc(S(=O)(=O)N(C)Cc3ccco3)s2)c1	6	2	-0.2	-1	0.1	-33	7	.
Cc1ccc(C(=O)N2CCN(S(=O)(=O)c3ccc(Br)cc3)CC2)o1	5	4	0.5	-5	0.5	10	2	6
COc1ccc(/C=C/C(=O)NNc2cc(=O)n(C)c(=O)n2C)cc1OC	5	4	-1.7	2	0.0	9	-5	1
